WT yeast gro inh – growth inhibition of WT strain, primary screen, mitochondrial fusion inhibitor project, WT and mutant strains, chemical genetic; AID 1362, 2008; mitochondrial fusion phenotypic screen; inhibition, % at 10 µM; actives 2.1% (n = 190,000); in the data active = inhibition above about 58%; tested in S. cerevisiae
Ins promoter up – insulin promoter activators in MIN6 cells, imaging, high-content screening, mouse beta cells | MIN6 insulin promoter-GFP reporter; stronger effect = higher value | z-score at 5 µM | actives 0.3% (n = 190,000);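 active = z-score above 3 at 5 µM with at least 500 cells counted in the well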
Hep lipid drop – inhibitors of hepatocyte lipid droplet formation, primary screen, imaging, high-throughput imaging, BODIPY stain; AML12 mouse hepatocytes, oleate lipid droplets; inhibition, % at 6.5 µM; actives 0.4% (n = 240,000);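 active = lipid droplet intensity inhibited by at least 50%, with more than 500 cells counted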
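material = mouse AML12 hepatocyte cell line, fixed after treatment | also added = 100 µM oleic acid challenge | doses = compound at 6.5 µM only | schedule = overnight exposure | technique = Image-based BODIPY and DAPI two-channel analysis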
MT stabilizer – microtubule stabilizers in HeLa cells, primary screen, imaging, high-content imaging | actives 0.83% (n = 200,000) | % tubulin-high responders, % at 10 µM | AID 2205, 2009 | HeLa tubulin immunostaining HCS, 24 h; share of cells brighter than vehicle mean+2SD;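 active = plate Z-score above 3 for both tubulin-high and condensed-nucleus cell shares, with cell loss under 80%, at 10 µM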;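 also: anti alpha tubulin signal scored within the nucleus-defined area of each cell; some results filed as inactive read as strong as hits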
Dynein cargo inh – inhibitors of GR-EGFP nuclear translocation, primary screen, dynein cargo transport inhibitor project, imaging, high-content, 3617.4 mouse cells | test concentration mostly 20 µM; stimulated with dexamethasone, 1 µM; stronger effect = lower value | AID 1381, 2008 | actives 0.47% (n = 220,000) | z-score, hits read low;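 active = plate z-score of nuclear minus cytoplasmic receptor signal below a set negative limit, without overly bright fluorescence or cell loss, cut at about -3.5 in these data, passing the limit was not always enough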;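 also: z-score of nuclear minus cytoplasmic ring GR-EGFP intensity difference per well; some compounds called inactive have numbers as strong as hits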
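Medium: Induction medium lacking tetracycline, stripped serum | Probe or stimulus: 1.0 µM final dexamethasone stimulus | Schedule: 48 h induction, then 1 h compound, then 30 min agonist, 37 °C | Signal: Automated 10x imaging of fixed Hoechst-stained cells | Evaluation: Per-cell GR-EGFP intensity, nucleus versus surrounding cytoplasmic ring, well-averaged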
bCat nuc transl – modulators of beta-catenin nuclear translocation, primary screen, imaging, HeLa cells, immunofluorescence, high-content; nuclear translocation activity, % at 5 µM; actives 0.3% (n = 190,000); AID 1665, 2009;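 active = nuclear translocation activity above 50% at 5 µM, with a well cell count of 50 or more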;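 also: per-cell ratio of nuclear to cytoplasmic median beta-catenin stain intensity; plate controls were DMSO negative control for no effect and GSK-3 inhibitor IX positive control for full effect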
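Test system: human HeLa cells, endogenous beta-catenin. Times: 24 h compound exposure, 37°C. Measured by: beta-catenin immunofluorescence imaging with DAPI.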
CSM14.1 death rescue – rescue of cells from ER stress-induced death, primary screen, 384-well, CSM14.1, thapsigargin, ATP luminescence (AID 1222); CSM14.1 thapsigargin-induced death rescue, ATP luminescence; higher % means a stronger effect; cellular ATP content (survival), % at 20 µM; hits with a dose series show EC50 in µM; 190,000 tested, under 10 active;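 active = EC50 below 50 µM in the dose-response confirmation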;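 also: death triggered by thapsigargin at about 15 µM added after 2 h compound pretreatment; cell ATP read after overnight thapsigargin exposure of roughly 18 to 22 hours; normalized against plate controls of thapsigargin alone and 5% DMSO vehicle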
XIAP antagonists – XIAP antagonists, biochemical, IAP family, fluorescence polarization (AID 1018); XIAP BIR domain, fluorescence polarization peptide displacement; higher % means a stronger effect; displacement, % at 20 µM, or IC50 in µM where a hit was titrated; actives 0.007% (n = 200,000); in the data active = displacement above about 50%; also: a part of the inactive calls stands beside numbers as strong as those of hits
Autophagy HCS – autophagy modulators in MEF cells, primary screen, imaging, high-content, MEF GFP-LC3. MEF GFP-LC3 puncta imaging; test concentration mostly 10 µM. calls only at 10 µM (by protocol). actives 0.98% (n = 190,000). AID 463193, 2010;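 active = percentage of spot-positive cells more than 3 SD above its plate mean, without a fluorescence outlier flag or 80% toxicity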;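 also: spot-positive cell cutoff set from DMSO-treated cells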
WT yeast gro inh mutant strain – further read-out of WT yeast gro inh, marked with its call; inhibition, %; mitochondrial fusion phenotypic screen, mutant strain inhibition
Dynein cargo inh cytoplasmic EGFP – recorded beside Dynein cargo inh, whose call it bears; z-score; measured here: cytoplasmic GR-EGFP intensity; stronger effect = higher value
Dynein cargo inh nuclear GR-EGFP – also measured in Dynein cargo inh; calls as there; z-score; measured here: nuclear GR-EGFP intensity;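 lower value marks the stronger effect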
Dynein cargo inh cell count – further read-out of Dynein cargo inh, marked with its call; z-score; measured here: cell count per field
Ins promoter up cell count – further read-out of Ins promoter up, marked with its call; cell count; measured here: cytotoxicity, nuclei count;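 total cells summed across four imaged fields per well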
Hep lipid drop cells 6.5 µM – also measured in Hep lipid drop; calls as there; cell count; measured here: cell count, cytotoxicity flag;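 cells counted across two imaged fields per well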
bCat nuc transl cell count 5 µM – also measured in bCat nuc transl; calls as there; cell count; measured here: cell count, cytotoxicity flag
MT stabilizer Hoechst-high % – also measured in MT stabilizer; calls as there; % Hoechst-high responders; measured here: nuclear condensation Hoechst responders;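 share of cells brighter than vehicle mean plus two SD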
MT stabilizer cytotoxicity % – second read-out of MT stabilizer, no call of its own (marks repeat the call); toxicity, %; measured here: cytotoxicity by cell density;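 0% = mean cell density of plate MIN control wells and 100% = no cells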
Autophagy HCS cell loss 18 h – also measured in Autophagy HCS; calls as there; toxicity, %; measured here: cell loss, nuclei count;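 cell loss after 18 h compound exposure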
An asterisk follows results filed as active; i = inactive; . = not tested or not shown.

nr	SMILES	WT yeast gro inh	WT yeast gro inh mutant strain	Ins promoter up	Ins promoter up cell count	Hep lipid drop	Hep lipid drop cells 6.5 µM	MT stabilizer	MT stabilizer Hoechst-high %	MT stabilizer cytotoxicity %	Dynein cargo inh	Dynein cargo inh cytoplasmic EGFP	Dynein cargo inh nuclear GR-EGFP	Dynein cargo inh cell count	bCat nuc transl	bCat nuc transl cell count 5 µM	CSM14.1 death rescue	XIAP antagonists	Autophagy HCS	Autophagy HCS cell loss 18 h
1	O=C(COC(=O)c1cc(=O)[nH]c2ccccc12)Nc1nc(-c2ccccc2)cs1	9.6	9.5	0.79	1507	.	.	3.1	2.0	1.6	-0.545	0.0145	-0.086	0.399	2.9	1448	-1.6%	-6.1%	i	-13.8
2	CC1CCN(C(=O)c2ccc(-n3cnnn3)cc2)CC1	-20.3	0.2	.	.	26.5	791	3.6	1.0	1.2	0.616	-0.257	0.316	0.293	3.8	461	-3.8%	-1.3%	i	-9.0
3	COCCCn1c(=O)/c(=C\c2ccc(OC(F)F)c(OC)c2)s/c1=C(/C#N)C(N)=O	.	.	-1.42	1027	6.7	767	.	.	.	-0.627	-0.842	-0.651	0.508	-0.6	1359	.	.	.	.
4	COC(=O)c1ccccc1NC(=S)NC(=O)c1ccc(C)cc1	2.6	-6.2	0.32	1600	0.6	684	5.5	1.9	2.3	0.332	0.0242	0.318	-0.77	-1.5	1078	3.6%	-0.1%	i	17.7
5	O=C(CSc1ccc2nnc(-c3ccccc3)n2n1)NCc1ccco1	5.5	-4.3	-0.34	1906	-15.0	614	4.6	2.9	9.4	0.298	-0.156	0.53	-0.801	-4.2	1123	-2.3%	-2.2%	i	-4.2
6	COc1ccc(OCC(=O)Nc2ccc(C)c(S(=O)(=O)N(C)C)c2)cc1	6.9	-4.6	0.3	1197	13.8	669	1.6	2.5	0.3	1	-0.336	0.498	-0.544	-1.6	1089	-0.5%	-9.8%	i	2.0
7	O=C(O)CCC(NS(=O)(=O)c1ccc(-c2ccccc2)cc1)C(=O)O (stereo not drawn)	2.3	0.6	0.9	873	-0.3	733	1.5	1.7	8.3	-0.474	-0.228	0.0405	0.782	-2.4	1125	-1.8%	-2.3%	i	-3.9
8	C#CCSc1nnc(-c2c[nH]c3ccccc23)n1C	6.6	3.9	-0.49	1669	15.6	696	1.8	1.6	6.1	-0.869	-0.148	-0.245	0.174	-0.1	1044	-3.9%	1.2%	i	-13.6
9	CC1=C(C)/C(=N/OC(=O)c2cccc([N+](=O)[O-])c2)C=CC1=O	-15.4	-3.6	.	.	-11.4	706	4.8	2.3	8.5	-1.78	0.2	-0.881	-0.0892	-0.8	1158	-1.9%	-5.0%	i	10.7
10	CN(C(=O)c1ccc(C#N)cc1)c1nnc(-c2ccccn2)s1	-3.1	-8.2	.	.	3.7	758	3.4	1.6	8.4	1.09	-0.166	1.09	-1.4	0.9	958	-1.2%	-5.1%	i	6.9
11	CC1=NN(S(=O)(=O)c2ccc(C)cc2)C(=O)c2ccccc2O1	.	.	-0.89	1158	4.3	681	.	.	.	-0.755	-0.113	0.0804	-0.0236	-0.7	1306	.	.	.	.
12	Cc1ccc(Sc2nnc(Cc3ccccc3)c3ccccc23)cc1	27.4	26.1	0.03	1636	-5.8	619	1.8	1.7	1.3	-1.04	0.1	-0.787	-0.299	0.7	969	-2.2%	-1.2%	i	1.3
13	C/C(=N\NC(=O)c1cccc([N+](=O)[O-])c1)c1ccco1	.	.	-0.39	1044	5.0	709	.	.	.	-0.541	-0.259	-0.307	1.24	-1.3	1363	.	.	.	.
14	Cc1ccc(-n2c(=O)[nH]cc(C(=O)Nc3ccc4c(c3)OCCO4)c2=O)cc1C	-16.4	-18.2	-0.14	1812	-8.7	719	3.2	2.1	9.0	-0.489	-0.17	-0.573	0.3	-1.3	1010	0.9%	-2.1%	i	-5.0
15	COc1ccc2c(c1)CCc1cc(C(=O)N3CCN(c4ccc(N5CCOCC5)nn4)CC3)sc1-2	4.1	-12.3	-0.63	1878	-2.9	596	3.5	1.7	5.5	0.021	-0.216	0.247	0.523	-0.6	1125	-2.2%	-1.3%	i	15.2
16	O=C(OCC(=O)C12CC3CC(CC(C3)C1)C2)c1cccnc1	2.2	-7.5	0.53	1640	0.6	654	5.0	1.9	7.2	1.5	-0.206	0.483	-0.758	-3.0	1107	-0.7%	-3.6%	i	-16.2
17	COC(=O)COc1ccc(S(=O)(=O)NCCC2=CCCCC2)cc1Cl	13.7	17.9	-0.38	843	-6.4	764	1.7	1.3	11.4	1.87	0.445	0.966	-0.531	-1.0	1062	-1.2%	-1.8%	i	1.8
18	O=C1C=C(NCc2ccc(Cl)c(Cl)c2)CC1	-0.7	-4.2	0.32	653	19.2	800	1.2	1.1	2.7	-0.625	-0.246	0.0306	1.47	-2.5	1065	3.3%	-4.3%	i	-9.2
19	O=C(NCCCN1CCOCC1)c1ccc(Br)s1	-6.2	-10.5	1.11	1271	-6.8	742	3.1	1.7	2.2	1.74	-0.213	0.77	-0.549	-0.9	975	-2.5%	-10.1%	i	4.3
20	CC(C)(C)NC(=O)CN(c1cccc([N+](=O)[O-])c1)S(=O)(=O)c1ccccc1	-7.9	5.3	0.01	1665	-7.8	709	3.0	2.1	7.5	-0.00835	0.412	0.394	0.201	-0.5	992	1.1%	-2.1%	i	20.6
21	Cc1ccc2c(c1)C(c1ccc(F)cc1)N(C(=O)c1cc3ccccc3oc1=O)CC(=O)N2 (stereo not drawn)	5.8	2.6	0.12	921	24.8	739	3.3	1.3	4.7	1.81	-0.0671	2.02	-1.61	-3.3	577	2.3%	-2.6%	i	28.5
22	Cc1ccccc1NC(=O)c1ccc(CSc2ncccn2)cc1	-7.6	-10.5	-0.2	1625	.	.	1.2	1.3	5.1	-0.617	-0.201	-0.364	0.781	-0.3	1324	-0.9%	-2.3%	i	0.3
23	N#Cc1cnn2c1nc(N1CCOCC1)c1ccccc12	-1.0	22.3	0.64	1544	.	.	4.7	1.6	5.8	-0.333	-0.335	0.22	-0.26	-5.5	922	-0.1%	-1.2%	i	3.0
24	CC1CCN(S(=O)(=O)c2ccc3c(c2)oc(=O)n3CC(=O)N2CCc3ccccc3C2)CC1	4.0	-1.9	-1.29	517	.	.	2.2	2.3	0.9	-1.24	-0.289	-0.759	0.902	.	.	0.0%	-2.8%	i	5.6
25	CC(C)N(CCc1ccncc1)C(=S)Nc1ccc(F)c(Cl)c1	15.2	17.9	0.12	1095	-5.3	688	4.3	2.2	4.8	0.109	-0.303	-0.0401	0.444	0.4	1093	-1.4%	-5.1%	i	11.8

One compound at a time, as listed above:
O=C(COC(=O)c1cc(=O)[nH]c2ccccc12)Nc1nc(-c2ccccc2)cs1 reads WT yeast gro inh = 9.6; WT yeast gro inh mutant strain = 9.5; Ins promoter up = 0.79; Ins promoter up cell count = 1507; Hep lipid drop = .; Hep lipid drop cells 6.5 µM = .; MT stabilizer = 3.1; MT stabilizer Hoechst-high % = 2.0; MT stabilizer cytotoxicity % = 1.6; Dynein cargo inh = -0.545; Dynein cargo inh cytoplasmic EGFP = 0.0145; Dynein cargo inh nuclear GR-EGFP = -0.086; Dynein cargo inh cell count = 0.399; bCat nuc transl = 2.9; bCat nuc transl cell count 5 µM = 1448; CSM14.1 death rescue = -1.6%; XIAP antagonists = -6.1%; Autophagy HCS = i; Autophagy HCS cell loss 18 h = -13.8
C#CCSc1nnc(-c2c[nH]c3ccccc23)n1C reads WT yeast gro inh = 6.6; WT yeast gro inh mutant strain = 3.9; Ins promoter up = -0.49; Ins promoter up cell count = 1669; Hep lipid drop = 15.6; Hep lipid drop cells 6.5 µM = 696; MT stabilizer = 1.8; MT stabilizer Hoechst-high % = 1.6; MT stabilizer cytotoxicity % = 6.1; Dynein cargo inh = -0.869; Dynein cargo inh cytoplasmic EGFP = -0.148; Dynein cargo inh nuclear GR-EGFP = -0.245; Dynein cargo inh cell count = 0.174; bCat nuc transl = -0.1; bCat nuc transl cell count 5 µM = 1044; CSM14.1 death rescue = -3.9%; XIAP antagonists = 1.2%; Autophagy HCS = i; Autophagy HCS cell loss 18 h = -13.6

Screening data from PubChem.

Hits appear at their usual frequency; 4% or so of the library scored in one or more.
